From PubChem
NFkB transloc inh – blocks IL-1B driven NFkB nuclear translocation in HUVEC cells | AID 796 | 0.43% of 94,000 active | HUVEC IL-1B NFkB p65 nuclear translocation imaging | inhibition, % at 2 µM;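 active means inhibition above about 30% together with a positive call from visual inspection of the well image, limit read from the data; inconclusive means inhibition above a set limit but visual check negative; inactive means inhibition not above a set limit, visual check negative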;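 further: nuclear over cytoplasmic p65 intensity ratio measured by imaging; 0% = IL-1B stimulated DMSO wells and 100% = unstimulated DMSO wells; values of inactives mirror those of a sister screen read the other way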
PLAP inhibition – PLAP enzyme inhibitors, biochemical, luminescence, HTS (AID 690); purified PLAP, luminescent substrate; higher % means a stronger effect; inhibition, % at 20 µM, or IC50 in µM where a hit was titrated; 0.08% of 96,000 active; in the data active means a potency from the dose series; inactive means the rest, 99 in 100 with inhibition below about 30%; further: strong numbers were not always called active
MRP resist rev – reverses drug resistance mediated by MRP. differential viability (reversal), % at 10 µM. H69AR cells + 2 uM doxorubicin, CellTiter-Glo, 72 h. 0.04% of 85,000 active;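 active means viability drop by adding the cancer drug above about 55%, with treated viability meeting a 40% cutoff, limit read from the data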;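 further: viability without doxorubicin minus viability with 2 µM doxorubicin for each compound; larger differential means the compound sensitizes cells more to doxorubicin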
Bcl-B displacement – displacers of TR3 peptide from Bcl-B, primary screen, selectivity assay for Bfl-1 inhibitor project, biochemical, fluorescence polarization | one-dose displacement, % at 20 µM; IC50 in µM for titrated hits | FP displacement of FITC-TR3 peptide from Bcl-B; higher % means a stronger effect | 0.11% of 96,000 active | AID 748;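 active means displacement above 50% at 20 µM plus a fluorescence interference ratio under 1.5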;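 further: plate controls were wells without compound for no effect and wells lacking Bcl-B protein for full effect; a part of the inactive calls stands beside numbers as strong as those of hits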
IL1B NFkB pot – enhances IL-1B driven NFkB nuclear translocation; HUVEC IL-1B NFkB p65 nuclear translocation imaging; 0.3% of 94,000 active; activation, % at 2 µM;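 active means activation above 40%, about the mean plus 3 SD, also judged a hit on visual image review; inconclusive means activation above 40% but not a hit on visual review; inactive means activation not above 40% and no visual hit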;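 further: percent activation is computed from the nuclear over cytoplasmic p65 intensity ratio; values of inactives mirror those of a sister screen read the other way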
MRP resist rev cytotoxicity – also measured in MRP resist rev; calls as there; viability, %; H69AR cells, CellTiter-Glo, 72 h; measured here: cytotoxicity without doxorubicin
MRP resist rev with doxorubicin – second read-out of MRP resist rev, no call of its own (marks repeat the call); viability, %; measured here: viability with 2 uM doxorubicin; hits give low values
NFkB transloc inh cell count 2 µM – second read-out of NFkB transloc inh, no call of its own (marks repeat the call); cell count; measured here: cells passing quality filter;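 raw number of nuclei counted in each imaged well without normalization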
IL1B NFkB pot cell count 2 µM – recorded beside IL1B NFkB pot, whose call it bears; cell count; measured here: cells passing quality filter
An asterisk follows results filed as active; ? = inconclusive; nt = no result given.

The first two records, ahead of the listing:
SMILES	NFkB transloc inh	NFkB transloc inh cell count 2 µM	PLAP inhibition	MRP resist rev	MRP resist rev cytotoxicity	MRP resist rev with doxorubicin	Bcl-B displacement	IL1B NFkB pot	IL1B NFkB pot cell count 2 µM
CC1CC(C)CN(CC(=O)N2c3ccccc3CCc3ccccc32)C1 (stereo not drawn)	6	153	-56%	4	83	78	5%	-6	153
CN(CC(=O)Nc1ccc(S(N)(=O)=O)cc1)c1ccccc1	-12	198	-21%	nt	nt	nt	0%	12	198

The list itself (from the top)
SMILES	NFkB transloc inh	NFkB transloc inh cell count 2 µM	PLAP inhibition	MRP resist rev	MRP resist rev cytotoxicity	MRP resist rev with doxorubicin	Bcl-B displacement	IL1B NFkB pot	IL1B NFkB pot cell count 2 µM
CC1CC(C)CN(CC(=O)N2c3ccccc3CCc3ccccc32)C1 (stereo not drawn)	6	153	-56%	4	83	78	5%	-6	153
CN(CC(=O)Nc1ccc(S(N)(=O)=O)cc1)c1ccccc1	-12	198	-21%	nt	nt	nt	0%	12	198
O=C(CNCCO)N1CCc2ccccc21	-4	142	-4%	-7	101	108	-2%	4	142
Cc1cccc(NC(=O)COc2ccc(Br)cc2)n1	-10	168	15%	-10	92	102	0%	10	168
FC(F)(F)c1cnc(N2CCC(=NOCc3ccc(Cl)cc3)CC2)c(Cl)c1	2	167	-5%	nt	nt	nt	-8%	-2	167
Cc1ccccc1C(=O)Nc1ccccc1	8	197	-18%	16	110	94	-4%	-8	197
CCOc1ccccc1C(=O)Nn1c(C2CCC2)nc2ccccc2c1=O	2	166	8%	-25	62	87	-12%	-2	166
CCCCCOc1ccc(Br)cc1/C(C)=N/NC1=NCCN1	19	93	nt	1	2	2	nt	-19	93
Cc1cc(C)c2c(-n3cccc3)nn(CC#N)c2n1	-8	142	17%	nt	nt	nt	-5%	8	142
COc1ccc(OCCCN2CCCC(C)C2)cc1 (stereo not drawn)	-5	102	-2%	0	97	97	-4%	5	102
CCOc1cc(C2C(C(=O)N3CCCCC3)=C(C)NC3=C2C(=O)CC(C)(C)C3)ccc1O (stereo not drawn)	-13	87	-4%	nt	nt	nt	5%	13	87
COc1cccc(CN2CCN(C(=O)CC(C)C)CC2)c1	nt	nt	-50%	7	112	105	2%	nt	nt
CCCC(=O)c1ccc(N2CCN(S(=O)(=O)c3ccc(C)cc3)CC2)c(F)c1	-21	116	-8%	-3	91	94	-4%	21	116
CCOCCCNC(=O)CCS(=O)(=O)Cc1ccc(C)cc1	-29	168	-19%	12	100	88	-6%	29	168
Cc1cc(C)nc(-n2nc(C)cc2NC(=O)CNCc2ccccc2)n1	-5	154	-46%	-13	48	61	-10%	5	154
CCC1(C)N([O-])C(C)=C(c2ccccc2)[N+]1=O (stereo not drawn)	nt	nt	9%	10	98	87	-5%	nt	nt
CC(=O)/C(=N\Nc1ccc(C)cc1)N1CCOCC1	2	86	-1%	nt	nt	nt	-16%	-2	86
CCOC(=O)C(=O)c1csc(NC(=O)COc2ccc(N(C)S(=O)(=O)c3ccc(F)cc3)cc2)n1	-44	190	-78%	-4	95	98	-2%	?	nt
Cc1cc(NC(=O)CSc2ccc(Cl)cc2)no1	-2	176	14%	3	83	80	-6%	2	176
CCOC(=O)c1cc(=O)cc(C(=O)OCC)o1	-1	188	8%	-4	97	101	-4%	1	188
N#C/C(=C\c1cc(Cl)cc(Cl)c1O)C(=O)NC1CCCCC1	-7	106	-5%	nt	nt	nt	-68%	7	106
COC(=O)c1ccc(CSc2nccn2C)cc1	4	94	5%	-2	93	95	2%	-4	94
CCOC(=O)N1CCN(Cc2ccccc2Cl)CC1	-8	127	-8%	-2	88	90	-2%	8	127
CCC(=O)Nc1cccc(-c2nnc(-c3cccc(NC(=O)CC)c3)o2)c1	-11	163	2%	1	78	77	-2%	11	163
CC1=C(C(=O)N(C)C)C(c2cccc(Cl)c2)NC(=O)N1 (stereo not drawn)	nt	nt	-20%	-10	91	101	3%	nt	nt
Additional structures.
SMILES	NFkB transloc inh	NFkB transloc inh cell count 2 µM	PLAP inhibition	MRP resist rev	MRP resist rev cytotoxicity	MRP resist rev with doxorubicin	Bcl-B displacement	IL1B NFkB pot	IL1B NFkB pot cell count 2 µM
COc1ccc(C2C(C(=O)NCCN(C)C)c3cc(OC)c(OC)cc3C(=O)N2C)cc1OC (stereo not drawn)	nt	nt	-30%	-8	99	107	-6%	nt	nt
O=C1CSc2ccc(C(=O)N3CCN(c4ccccn4)CC3)cc2N1	-7	131	-9%	2	88	87	7%	7	131
Cc1cnc(-c2nnc(N(C)C(=O)c3cccnc3)s2)cn1	8	97	17%	-2	84	86	-19%	-8	97
COc1ccc(NC(=O)Cn2c(=O)n(Cc3ccco3)c(=O)c3ccccc32)cc1	6	149	12%	-4	86	89	5%	-6	149
COc1cc(NC(=O)Cn2nc(C(F)(F)F)c3c2CCCC3)cc(OC)c1OC	-16	30	-59%	9	83	73	-12%	16	30
CCOc1ccc(=O)n(-c2ccccc2)n1	0	190	nt	4	93	88	nt	0	190
Cc1cc2nnc(SCC(=O)N3C(C)CCCC3C)n2c(N)n1 (stereo not drawn)	10	156	-24%	4	93	89	-4%	-10	156
CCCn1nc(Oc2nc(NCC)nc(NC(C)C)n2)ccc1=O	-6	164	-10%	13	78	64	9%	6	164
CCc1nc(N2CCN(C(=O)c3ccco3)CC2)c2c3c(sc2n1)CCCC3	-8	174	-27%	-2	71	73	-8%	8	174
Cc1cccc2nc(C(F)(F)F)nc(=O)n12	-5	92	-18%	nt	nt	nt	-4%	5	92
COC(=O)C1(Cc2ccccc2)NC(c2ccc(F)cc2)C2C(=O)N(C)C(=O)C21 (stereo not drawn)	-17	118	nt	13	77	65	nt	17	118
CCCCN(CCCC)S(=O)(=O)c1ccc(C(=O)Nc2nnc(CSC)o2)cc1	-3	92	-15%	nt	nt	nt	-9%	3	92
Cc1ccc(-n2ncc3c(=O)[nH]c(SC(C)C)nc32)cc1	16	91	-21%	-5	78	84	0%	-15	91
CCOC(=O)NC(C(F)(F)F)(C(F)(F)F)P(=O)(c1ccccc1)c1ccccc1	4	119	-1%	1	76	75	9%	-4	119
CN1CCc2c(sc3c2c(=O)n(-c2ccc(Cl)cc2)c2nncn32)C1	9	146	-2%	-2	97	100	-1%	-9	146
CCCCCCC(=O)Nc1nc(C)c(-c2csc(Nc3cc(Cl)ccc3C)n2)s1	-24	173	-6%	nt	nt	nt	-11%	24	173
CCOC(=O)c1c(-n2c(C)cc(C=O)c2C)sc2c1CCCC2	-10	126	-35%	nt	nt	nt	0%	10	126
CCCc1nc2ccccc2c(C(=O)OCC(=O)NCc2ccco2)c1CC	-13	177	28%	-8	71	78	-3%	13	177
CCNC(=O)CCS(=O)(=O)c1ccc2ccccc2c1	-2	102	nt	20	101	81	nt	2	102
COC(=O)c1ccc(NC(=O)CN2C(=O)CCC2=O)cc1	nt	nt	16%	7	100	93	-5%	nt	nt
CCC(=O)c1ccc(OCC(=O)Nc2nn3cnnc3s2)cc1	2	119	-7%	-2	92	93	-7%	-2	119
CCOC(=O)N1CCC(NS(=O)(=O)c2cc3c(cc2Cl)NC(=O)CO3)CC1	-34	125	-20%	-15	25	40	-1%	34	125
COC(=O)CS(=O)(=O)c1cc(Br)cc2c1N(C(C)=O)CC2	2	164	9%	-3	88	91	-1%	-2	164
COc1ccc(C)c2sc(=NC(=O)c3ccccc3)n(C)c12	16	174	-6%	nt	nt	nt	13%	-16	174
COCCN(C(=O)Cn1nnc2ccccc21)C(C(=O)NC1CCCC1)c1cccc(OC)c1OC (stereo not drawn)	-24	154	-30%	-7	88	95	-19%	24	154

14 compounds already listed, sorted by SMILES length, lowest first:
SMILES	NFkB transloc inh	NFkB transloc inh cell count 2 µM	PLAP inhibition	MRP resist rev	MRP resist rev cytotoxicity	MRP resist rev with doxorubicin	Bcl-B displacement	IL1B NFkB pot	IL1B NFkB pot cell count 2 µM
CCOc1ccc(=O)n(-c2ccccc2)n1	0	190	nt	4	93	88	nt	0	190
Cc1cccc2nc(C(F)(F)F)nc(=O)n12	-5	92	-18%	nt	nt	nt	-4%	5	92
CCNC(=O)CCS(=O)(=O)c1ccc2ccccc2c1	-2	102	nt	20	101	81	nt	2	102
CCC(=O)c1ccc(OCC(=O)Nc2nn3cnnc3s2)cc1	2	119	-7%	-2	92	93	-7%	-2	119
Cc1cnc(-c2nnc(N(C)C(=O)c3cccnc3)s2)cn1	8	97	17%	-2	84	86	-19%	-8	97
Cc1ccc(-n2ncc3c(=O)[nH]c(SC(C)C)nc32)cc1	16	91	-21%	-5	78	84	0%	-15	91
O=C1CSc2ccc(C(=O)N3CCN(c4ccccn4)CC3)cc2N1	-7	131	-9%	2	88	87	7%	7	131
CCCc1nc2ccccc2c(C(=O)OCC(=O)NCc2ccco2)c1CC	-13	177	28%	-8	71	78	-3%	13	177
CN1CCc2c(sc3c2c(=O)n(-c2ccc(Cl)cc2)c2nncn32)C1	9	146	-2%	-2	97	100	-1%	-9	146
CCc1nc(N2CCN(C(=O)c3ccco3)CC2)c2c3c(sc2n1)CCCC3	-8	174	-27%	-2	71	73	-8%	8	174
CCCCCCC(=O)Nc1nc(C)c(-c2csc(Nc3cc(Cl)ccc3C)n2)s1	-24	173	-6%	nt	nt	nt	-11%	24	173
CCOC(=O)N1CCC(NS(=O)(=O)c2cc3c(cc2Cl)NC(=O)CO3)CC1	-34	125	-20%	-15	25	40	-1%	34	125
CCOC(=O)NC(C(F)(F)F)(C(F)(F)F)P(=O)(c1ccccc1)c1ccccc1	4	119	-1%	1	76	75	9%	-4	119
COc1ccc(C2C(C(=O)NCCN(C)C)c3cc(OC)c(OC)cc3C(=O)N2C)cc1OC (stereo not drawn)	nt	nt	-30%	-8	99	107	-6%	nt	nt

Carrying on.
SMILES	NFkB transloc inh	NFkB transloc inh cell count 2 µM	PLAP inhibition	MRP resist rev	MRP resist rev cytotoxicity	MRP resist rev with doxorubicin	Bcl-B displacement	IL1B NFkB pot	IL1B NFkB pot cell count 2 µM
FC(F)(F)c1nc2ccccc2nc1N/N=C\c1ccccc1	-8	111	9%	nt	nt	nt	2%	8	111
CCN(Cc1ccccc1)Cc1c(C)[nH]c2c(C)c(C)ccc2c1=O	-4	185	27%	4	86	82	2%	4	185
COc1ccc(C2NC(=O)NC(c3ccccc3)=C2c2nc3ccccc3s2)cc1 (stereo not drawn)	3	197	3%	nt	nt	nt	2%	-3	197
CC12CCC(C(=O)Nc3ccc4c(c3)OCCO4)(OC1=O)C2(C)C (stereo not drawn)	-10	64	12%	12	109	97	-14%	9	64
COc1cccc(NC(=O)CSc2nncn2N)c1	-15	181	-2%	-3	91	94	-58%	15	181
CN1CCN(C(=O)c2cc3nc(-c4ccc(Cl)cc4)cc(C(F)(F)F)n3n2)CC1	-23	120	-14%	12	92	80	-6%	23	120
O=C(COC(=O)c1ccco1)Nc1ccc2c(c1)OCCO2	-8	174	14%	-13	87	101	5%	8	174
Cc1cccn2cc(CCNS(=O)(=O)c3ccc4c(c3)OCCO4)nc12	0	58	-29%	15	105	90	-7%	0	58
CCSc1nnc(-c2sc3nnc(-c4ccccc4)c(-c4ccccc4)c3c2N)o1	-10	153	-7%	nt	nt	nt	-4%	10	153
CCOC(=O)c1[nH]c(C)c(C(=O)OCC(=O)N2CCCCC2C)c1C (stereo not drawn)	-26	181	-21%	-21	60	80	4%	26	181
CC(C)C(=O)NCCc1nc2ccccc2n1CCCOc1ccc(Cl)cc1	4	139	-60%	nt	nt	nt	-14%	-4	139
CCCC(=O)Nc1ccccc1-c1nnn(CC(=O)Nc2ccc(OC)cc2)n1	3	155	9%	10	86	75	-13%	-3	155

Only part of the results is shown (hit frequency here may not be typical).
